NOD1 NF-kB reporter: NOD1 signaling inhibitors, primary screen, cell-based, luminescence, uHTS (AID 1578); one-dose inhibition, % at 4 µM; EC50 in µM for titrated hits; 290,000 compounds, 1% hits; NOD1-driven NF-kB luciferase reporter cells, luminescence; higher % means a stronger effect; in the data active = inhibition mostly above about 36%, no sharp cut-off; inactive = mostly below about 34%;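 note: HEK-293T reporter cells stimulated with the NOD1 agonist gamma-tri-DAP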
GPR55 activation: GPR55 agonists via beta-arrestin recruitment, primary screen, imaging, U2OS cells, beta-arrestin-GFP redistribution (AID 1961); U2OS GPR55 beta-arrestin-GFP redistribution imaging; higher % means a stronger effect; activation, % at 10 µM; hits with a dose series show EC50 in µM; 290,000 compounds, 0.048% hits;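 active = activation above 40% with more than 50 cells counted in the well; inconclusive = wells holding fewer than 50 cells, flagged as toxic or sparse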;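 note: U2OS osteosarcoma cells stably expressing GPR55 and beta-arrestin-GFP; plate controls were DMSO negative control for no effect and LPI positive control for full effect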
T cell HTS: modulates CD8 T cell binding to vesicles. 2C CD8+ T cell-vesicle binding, flow cytometry; hits give low values. calls only at 7 µM. 330,000 compounds, 0.068% hits;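 active = response, share of CD8 T cells binding vesicles, and their 90th percentile fluorescence all below set limits, cut at about 80% in these data, passing the limit was not always enough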
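Assay system – 2C mouse CD8+ T cells · Also added – QL9-loaded Drosophila micro-vesicles · Timing – Cell–vesicle co-incubation 1.5 h at 37 °C, staining 20 min on ice · Signal – flow cytometry of vesicle-bound cells · Measure – percent CD8+ FL2 mean versus row control · Controls – Peptide-free naked vesicles (low) and QL9 vesicles with 0.7% DMSO vehicle (high)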
KOR beta-arrestin-1: kappa opioid receptor activators – cell-based, luminescence, uHTS, primary screen (AID 1777). KOR beta-arrestin recruitment, luminescence; higher % means a stronger effect. activation, % at 10 µM, or EC50 in µM where a hit was titrated. 280,000 compounds, 0.02% hits; in the data active = activation above about 50%, passing the limit was not always enough; note: a part of the inactive calls stands beside numbers as strong as those of hits
HEK293 NOD2/NF-kB: NOD2 signaling inhibitors, cell-based, luminescence, uHTS, HEK293 (AID 1566); HEK293 NOD2/NF-kB luciferase reporter, luminescence; higher % means a stronger effect; inhibition, % at 4 µM, or EC50 in µM where a hit was titrated; 290,000 compounds, 0.63% hits; note: many of its hits are not listed in these tables
NTR1 ag: NTR1-driven beta-arrestin-GFP spot formation – imaging, U2OS cells, high content, primary screen (AID 493036) | P30989 | agonist mode | activation, % at 20 µM | 330,000 compounds, 0.17% hits;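 active = activation at or above 40% of the spot to cytoplasm intensity ratio, with at least 20 cells analyzed; inconclusive = wells under 20 cells, flagged as cytotoxic or low count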;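 note: 0% = DMSO without peptide and 100% = 100 nM NTR1 peptide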
Target sequence (P30989 whole entry, looked up): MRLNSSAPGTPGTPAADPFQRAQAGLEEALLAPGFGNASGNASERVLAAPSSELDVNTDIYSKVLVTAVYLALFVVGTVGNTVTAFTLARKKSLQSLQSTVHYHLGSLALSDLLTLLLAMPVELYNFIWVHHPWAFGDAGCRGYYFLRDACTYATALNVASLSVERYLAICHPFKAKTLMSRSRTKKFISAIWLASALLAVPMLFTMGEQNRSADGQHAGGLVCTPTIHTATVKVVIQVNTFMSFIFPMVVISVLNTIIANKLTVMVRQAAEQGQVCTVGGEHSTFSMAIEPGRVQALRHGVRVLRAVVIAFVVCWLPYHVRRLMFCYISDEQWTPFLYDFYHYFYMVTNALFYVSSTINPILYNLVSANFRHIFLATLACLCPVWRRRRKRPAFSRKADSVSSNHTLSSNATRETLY
GPR55 antagonists: inhibition of LPI-stimulated GPR55 beta-arrestin translocation – imaging, U2OS, beta-arrestin-GFP, LPI agonist, primary screen (AID 2013); inhibition, % at 10 µM; hits with a dose series show IC50 in µM; U2OS GPR55 beta-arrestin-GFP translocation imaging, LPI antagonism; higher % means a stronger effect; 290,000 compounds, 0.13% hits;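 active = spots per cell inhibited over 60%, with over 100 cells counted and total cytoplasm intensity under 500,000; inconclusive = wells with under 100 cells, flagged as likely toxic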;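 note: U2OS cells stably carrying GPR55 and arrestin-GFP stimulated by 5 µM LPI near EC80; imaged beta-arrestin-GFP aggregate spots per cell after agonist stimulation; plate controls were LPI-stimulated DMSO wells for no effect and DMSO wells without LPI for full effect; some results filed as inactive read as strong as hits; confirmed hits need IC50 under 10 µM and bright autofluorescent wells are also inconclusive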
Myeloid diff MLP: myeloid differentiation induction; ER-HoxA9 myeloid progenitors, lysozyme-GFP differentiation, flow cytometry; calls only at 10 µM; 360,000 compounds, 1% hits;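 active = normalized GFP-positive differentiation at or above the plate's own cutoff, the solvent-only control mean plus 3 SD; inconclusive = no clear call, values can overlap the other calls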;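 note: cells exposed to compound for four days before flow analysis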
KOR beta-arrestin-2: kappa opioid receptor blockers – cell-based, luminescence, uHTS (AID 1778); inhibition, % at 10 µM, or IC50 in µM where a hit was titrated; KOR beta-arrestin recruitment, luminescence, antagonist mode; higher % means a stronger effect; 290,000 compounds, 0.091% hits; note: strong numbers were not always called active
T cell HTS vesicle-bound %: second read-out of T cell HTS, no call of its own (marks repeat the call); double positive events, %; measured here: CD8+ vesicle-bound cell fraction;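 binding gate set so that unloaded-vesicle control wells show 10% double positive cells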
NTR1 ag cell count 20 µM: second read-out of NTR1 ag, no call of its own (marks repeat the call); cell count; measured here: cell count, cytotoxicity flag
Myeloid diff MLP GFP+ MAC1+ %: recorded beside Myeloid diff MLP, whose call it bears; GFP+ MAC1+ double positive, %; measured here: differentiation confirmed by MAC1 staining
* = called active by the depositor; i = inactive; ? = inconclusive; · = not tested or not shown; [ ] = another dose, or the depositor's remark. Cut-off read from the data, not from the text of the source, unless noted: active = inhibition above about 50%; inactive = the rest. Only part of the results is shown (hit frequency here may not be typical).

structure	Myeloid diff MLP GFP+ MAC1+ %	GPR55 activation	NTR1 ag cell count 20 µM	KOR beta-arrestin-2	NOD1 NF-kB reporter	Myeloid diff MLP	GPR55 antagonists	T cell HTS vesicle-bound %	KOR beta-arrestin-1	T cell HTS	NTR1 ag	HEK293 NOD2/NF-kB
O=C(O)CCC(=O)N1CCN(c2nc(-c3ccccc3)c3cc(Br)ccc3n2)CC1	0.5	0.3%	56	14%	-18%	i	21%	63	-2.9%	i	0.7	15%
COc1ccccc1N1CCN(C2CCCN(S(=O)(=O)c3ccc(C)cc3)C2)CC1 (configuration not stated)	3.4	0.6%	52	2%	-14%	i	-3%	12	-2.3%	i	0.3	-22%
COc1ccccc1NC(=S)N1CCN(c2ccc(F)cc2)CC1	0.5	0.0%	53	-25%[20 µM]	-21%	i	7%	44	-1.9%	i	2.1	13%
COC(=O)CNC(=O)C1CCN(c2nc(C)cc(C)n2)CC1	7.4	0.4%	63	-14%	12%	i	4%	10	-5.5%	i	-0.9	14%
Cc1ccc(C(=O)NCCN2CCN(C(=O)c3ccc(C)c(C)c3)CC2)cc1C	2.4	0.6%	58	3%	-24%	i	5%	·	-5.9%	·	0.0	7%
N#C/C(=C/c1ccc(N2CCCCCC2)o1)c1cccc(F)c1	5.6	-0.2%	68	-68%	14%	i	-8%	18	-5.2%	i	-4.1	-50%
CC(OC(=O)Cc1ccc(Br)cc1)C(=O)NC1CCCCC1C (configuration not stated)	0.5	-0.1%	70	8%	-10%	i	-4%	54	12%	i	-1.1	-4%
CC(C)n1c(Nc2ccccc2)nc2ccccc21	0.4	0.2%	75	-6%	-6%	i	-4%	54	5.2%	i	-2.8	-2%
COc1cccc(-n2c(C)c3c(OC)cccc(=O)c3c2C)c1	0.4	0.7%	63	7%	-26%	i	5%	44	0.9%	i	0.0	-17%
CCCC(=O)NCCc1nc2ccccc2n1CC(=O)c1ccccc1	0.6	-0.2%	42	14%	-27%	i	-4%	31	-4.8%	i	20	0%
O=C1CCCN1CC(CN1CCOCC1)Sc1nc2ccccc2c(=O)n1-c1ccccc1 (configuration not stated)	0.7	0.4%	·	-16%	0%	i	3%	·	0.0%	·	·	2%
CN(C)CCCn1c(SCc2ccc(Cl)cc2)nnc1-c1ccncc1	0.3	0.0%	77	-24%[20 µM]	-20%	i	-6%	54	-0.6%	i	3.8	-4%
COc1ccc(-c2cc(C(F)(F)F)n3ncc(C(=O)Nc4c(C)n(C)n(-c5ccccc5)c4=O)c3n2)cc1	·	0.2%	42	-35%[20 µM]	-24%	·	3%	16	·	i	1.5	-2%
CCCS(=O)(=O)c1c(S(=O)(=O)CCC)c2c(N)cccn2c1C(=O)OC	1.0	-0.1%	91	-25%[20 µM]	-22%	i	-1%	43	·	i	-0.5	5%
O=C1c2ccccc2C(=O)C1c1ccnc2ccccc12	·	-0.1%	80	-5%	-2%	?	-4%	19	-6.5%	i	-1.9	-84%
O=C(c1ccc(Cl)c(Cl)c1)N1CCOCC1	0.3	-0.3%	61	-46%	-22%	i	7%	36	-1.5%	i	-1.2	6%
CCOC(=O)c1ccc(NC2=CC(=O)C(=O)c3ccccc32)cc1	·	0.0%	37	-6%	-3%	?	2%	26	-1.9%	i	1.3	6%
O=C(CN1C(=O)CCC1=O)Nc1ccc(S(=O)(=O)N2CCOCC2)cc1	2.0	-0.3%	99	34%	-22%	i	28%	35	-5.3%	i	-2.6	6%
CC(=O)Cc1nsc(NC(=O)c2c(-c3ccccc3Cl)noc2C)n1	4.9	-0.1%	46	-25%	6%	i	-4%	25	-0.8%	i	1.3	-3%
CCCC(=O)Nc1sc(Cc2ccccc2)c(C)c1C(N)=O	0.5	-0.3%	61	-11%[20 µM]	20%	i	7%	26	-1.8%	i	0.1	14%
COc1ccc(-c2cc(C(F)(F)F)nc(SCC(=O)NCc3ccco3)n2)cc1OC	·	0.3%	45	-2%	-2%	·	3%	50	0.2%	i	1.6	4%
COc1ccc(C(=O)NC2CC2)cc1OC1CCN(Cc2ccc(SC)cc2)CC1	0.0	-0.2%	66	-30%	-26%	i	8%	13	-0.3%	i	-0.6	-7%
COc1ccc(CCN2CCCC(CN(C)C(=O)c3cc(C)oc3C)C2)cc1 (configuration not stated)	3.3	-0.1%	64	17%	-56%	i	12%	41	-0.2%	i	-0.4	-53%
Cc1ccc(/C=C/C(=O)NCCc2ccccc2)o1	0.7	-0.2%	50	11%	-18%	i	6%	24	-2.6%	i	1.8	-19%
Cc1c(OC(C(=O)O)c2ccccc2)ccc2c1oc(=O)c1ccccc12 (configuration not stated)	0.8	-0.2%	63	2%	-29%	i	11%	46	-3.1%	i	0.4	8%
O=C(Nc1nc(-c2ccccc2)cs1)c1ccco1	0.5	0.3%	62	·	-6%	i	3%	8	·	i	4.8	-96%
NNC(=O)c1cc(-c2ccc(N)cc2)nc2ccc(Br)cc12	0.2	-0.1%	54	-25%	2%	i	0%	39	-1.2%	i	-1.2	1%
O=c1nccc(NCc2ccco2)[nH]1	0.8	-0.3%	74	-2%	-22%	i	10%	44	40%	i	4.4	-9%
O=C(NNc1cccc(Cl)n1)c1cccnc1Cl	0.4	-0.1%	80	-39%	-30%	i	2%	38	1.6%	i	-0.8	-3%
Cc1cc(C)c2c(-c3ccc(F)cc3)c(C#N)c(=O)n(C)c2n1	0.1	-0.2%	58	-3%	-10%	i	21%	50	4.0%	i	-0.1	19%
Cc1[nH]c2ccccc2c1/C=C/c1nc2ccccc2c(=O)n1CCO	0.4	0.4%	38	-58%	-7%	i	-4%	32	-1.0%	i	12	-8%
COc1ccc([C@@H]2[C@@H]3C(=O)N(C(C)(C)C)C(=O)[C@@H]3[C@]3(C)C(=O)N(c4cccc(Br)c4)C(=O)N23)cc1	1.5	-0.1%	95	-113%[20 µM]	-25%	i	-8%	31	-5.1%	i	4.4	10%
CCOC(=O)c1sc(NC(=S)NC(=O)c2ccccc2)c(C(=O)OCC)c1C	0.9	-0.4%	66	-31%	-35%	i	-9%	32	1.0%	i	2.9	1%
COC(=O)c1ccccc1NC(=S)N1CCN(c2ccc(OC)cc2)CC1	0.3	1.7%	61	-7%	-17%	i	8%	43	-3.2%	i	0.2	-1%
Cc1nccnc1Sc1ccccc1	0.4	-0.1%	74	11%	-11%	i	16%	29	1.5%	i	1.4	15%
Cc1cc2nc(CS)[nH]c2cc1C	·	0.0%	60	27%	-6%	·	19%	54	8.8%	i	0.8	4%
O=C(c1ccc(S(=O)(=O)Cc2ccccc2Cl)c([N+](=O)[O-])c1)N1CCOCC1	·	-0.3%	46	-11%	14%	?	0%	2	-1.1%	i	1.2	2%
Cc1ccc(-n2c(SCC(=O)Nc3cc(C)on3)nc3ccccc3c2=O)cc1	4.0	0.0%	67	4%	10%	i	-11%	46	-2.2%	i	4.0	6%
COCCNC(=S)NC1CC2CCC(C1)N2Cc1ccccc1 (configuration not stated)	0.1	-0.3%	44	-4%	-14%	i	17%	31	·	i	0.1	18%
O=C(Nc1ccccc1)NC1(C(=O)N2CCN(c3ncccn3)CC2)CCCCC1	0.9	-0.1%	79	24%	-9%	i	-3%	27	-4.2%	i	-1.2	4%
COc1ccc(C(=O)CSc2nc3[nH]ncc3c(=O)[nH]2)cc1	0.3	-0.5%	107	-5%	-30%	i	-4%	58	3.5%	i	-1.2	-8%
Cc1ccc(-c2nnn(CC(=O)N3CCC(C)CC3)n2)o1	1.4	0.2%	103	-2%	2%	i	5%	61	-1.1%	i	-1.3	3%
COc1ccc(OCCCN(C)Cc2ccccc2)cc1	1.1	-0.1%	42	1%[20 µM]	-26%	i	-17%	56	-3.2%	i	0.6	-9%
CC(C(=O)Nc1ccccc1)N(c1cccc(Cl)c1)S(C)(=O)=O (configuration not stated)	0.4	0.3%	54	-31%	6%	i	-12%	45	3.9%	i	-0.4	-12%
C#CCn1c(=NC(=O)CSC(C)=O)sc2cc(F)ccc21	3.7	-0.1%	64	-23%	2%	i	1%	12	-0.3%	i	0.5	22%
NC(=O)C1CCN(CC(=O)c2c[nH]c3ccc(F)cc23)CC1	11	-0.2%	47	9%	12%	i	16%	49	-0.2%	i	2.9	-10%
Cc1cccc(C)c1NC(=O)c1cc(S(=O)(=O)N2CCOCC2)cn1C	2.0	1.0%	61	-14%[20 µM]	11%	i	3%	21	-4.4%	i	4.1	10%
c1cncc(-c2nn3cnnc3s2)c1	1.0	-0.3%	100	8%	-10%	i	6%	51	-1.2%	i	-0.8	6%
O=[N+]([O-])c1ccc(Sc2cccc[n+]2[O-])c2nonc12	·	-0.2%	·	93%*	106%*	·	-5%	·	-9.7%	·	·	93%*
CC(=O)Nc1ccc(/C=C(\C#N)C(=O)NCc2ccccc2)cc1	1.0	-0.1%	66	5%	-17%	i	9%	35	7.6%	i	-0.7	8%

Arranged by value in HEK293 NOD2/NF-kB (highest first): 3 of the compounds above.
molecule	Myeloid diff MLP GFP+ MAC1+ %	KOR beta-arrestin-2	NOD1 NF-kB reporter	T cell HTS vesicle-bound %	KOR beta-arrestin-1	T cell HTS	HEK293 NOD2/NF-kB
CC(=O)Nc1ccc(/C=C(\C#N)C(=O)NCc2ccccc2)cc1	1.0	5%	-17%	35	7.6%	i	8%
Cc1cc2nc(CS)[nH]c2cc1C	·	27%	-6%	54	8.8%	i	4%
Cc1[nH]c2ccccc2c1/C=C/c1nc2ccccc2c(=O)n1CCO	0.4	-58%	-7%	32	-1.0%	i	-8%

Nothing new here: an excerpt of the list.
structure	Myeloid diff MLP GFP+ MAC1+ %	GPR55 activation	NTR1 ag cell count 20 µM	KOR beta-arrestin-2	NOD1 NF-kB reporter	Myeloid diff MLP	GPR55 antagonists	T cell HTS vesicle-bound %	KOR beta-arrestin-1	T cell HTS	NTR1 ag	HEK293 NOD2/NF-kB
C#CCn1c(=NC(=O)CSC(C)=O)sc2cc(F)ccc21	3.7	-0.1%	64	-23%	2%	i	1%	12	-0.3%	i	0.5	22%
NC(=O)C1CCN(CC(=O)c2c[nH]c3ccc(F)cc23)CC1	11	-0.2%	47	9%	12%	i	16%	49	-0.2%	i	2.9	-10%

High-throughput results from PubChem BioAssay.
